# Bioassay records (PubChem BioAssay)
# TcdB inh: TcdB glycohydrolase inhibitors, primary screen, biochemical, single point, plate reader; TcdB glycohydrolase enzymatic assay; inhibition, % at 9.99 µM; Toxin B (Clostridioides difficile), P18177; AID 652162, 2013; actives 0.24% (n = 350,000); in the data active means inhibition above about 10%
# * = called active by the depositor. A portion of the library, so the mix of outcomes need not match the whole.
SMILES	TcdB inh
CCCN(C)C[C@H]1Oc2ncc(-c3cccc(C(=O)N(C)C)c3)cc2C(=O)N([C@H](C)CO)C[C@@H]1C	-0.2
C[C@H](NC(=O)C[C@H]1C=C[C@H](NC(=O)C2CCOCC2)[C@H](CO)O1)c1ccccc1	1.0
CO[C@@H]1CN(C)C(=O)c2cc(NC(C)=O)ccc2OC[C@@H](C)N(Cc2nccs2)C[C@@H]1C	0.0
C[C@@H]1CN([C@@H](C)CO)C(=O)c2cc(C#Cc3ccncc3)cnc2O[C@H]1CN(C)C(=O)c1ccccc1F	-0.3
Cc1noc(C)c1NC(=O)N(C)C[C@@H]1Oc2ccc(NC(=O)Nc3ccccc3)cc2CC(=O)N([C@H](C)CO)C[C@@H]1C	-1.1
CC(C)NC(=O)N1CCCCN2[C@@H](CO)[C@@H](c3ccc(C#Cc4ccccc4F)cc3)[C@@H]2C1	1.8
C[C@H]1CCCCO[C@H](CN(C)C(=O)C2CCCCC2)[C@@H](C)CN([C@@H](C)CO)C(=O)c2cc(NC(=O)c3ccncc3)ccc2O1	2.1
C[C@H](CO)N1C[C@H](C)[C@H](CN(C)CC2CCCCC2)OCCCC[C@H](C)Oc2ccc(NS(=O)(=O)c3cn(C)cn3)cc2C1=O	-0.9
Cc1ccc(S(=O)(=O)Nc2ccc3c(c2)C(=O)N([C@@H](C)CO)C[C@H](C)[C@@H](CN(C)S(C)(=O)=O)OCCCC[C@@H](C)O3)cc1	1.8
C[C@@H]1CN([C@@H](C)CO)S(=O)(=O)c2ccc(C3=CCCCC3)cc2O[C@H]1CN(C)C(=O)c1ccccc1	1.2
C[C@H](CO)N1C[C@H](C)[C@H](CN(C)Cc2ccncc2)Oc2ccc(NC(=O)Nc3cccc4ccccc34)cc2CC1=O	1.9
CO[C@H](CN(C)C(=O)c1ccccc1F)[C@@H](C)CN([C@@H](C)CO)S(=O)(=O)c1ccc(F)cc1	-0.1
CCCNC(=O)N1[C@@H](C#N)[C@@H](c2ccc(C#Cc3cccc(F)c3)cc2)[C@@H]1CO	-0.1
C[C@H]1CCCCO[C@@H](CN(C)Cc2ccc(C(F)(F)F)cc2)[C@@H](C)CN([C@@H](C)CO)C(=O)c2cc(NC(=O)CCCN(C)C)ccc2O1	0.4
CO[C@@H]1CN(C)C(=O)c2ccc(NS(C)(=O)=O)cc2OC[C@@H](C)N(C(=O)C2CCC2)C[C@@H]1C	1.0
C[C@@H]1CN([C@@H](C)CO)C(=O)c2cc(NC(=O)Nc3ccc(F)cc3)ccc2O[C@@H]1CN(C)Cc1ccncc1	-1.3
C[C@@H]1CN([C@H](C)CO)C(=O)c2cc(NC(=O)CCC(F)(F)F)ccc2O[C@@H](C)CCCCO[C@H]1CN(C)C(=O)Nc1ccc(F)cc1	0.0
O=C(C[C@H]1C[C@@H]2c3cc(NC(=O)Nc4ccc(C(F)(F)F)cc4)ccc3O[C@@H]2[C@@H](CO)O1)NCC1CC1	0.0
COc1ccc2c3c([nH]c2c1)[C@@H](CO)N(C(=O)c1ccncc1)CC31CN(C(=O)c2ccncc2)C1	0.7
N#Cc1cccc(-c2ccc3c(c2)[C@H]2[C@H](CCN2Cc2ccncc2)[C@H](CO)N3)c1	-0.3
O=C(NCCN1CCCC1)[C@@H]1N[C@@H]2c3ccc(-c4ccccc4)c(=O)n3C[C@@H]2[C@H]1CO	0.7
O=C(C[C@@H]1C[C@@H]2c3cc(NC(=O)C4CCC4)ccc3O[C@@H]2[C@@H](CO)O1)NC1CCCC1	-0.4
CO[C@H]1CN(C)C(=O)c2ccc(NC(=O)c3ccc(F)cc3)cc2OC[C@H](C)N(C(=O)c2ccc(F)cc2)C[C@@H]1C	-2.9
CN1CCN(C(=O)C[C@@H]2C[C@@H]3c4cc(NC(=O)Cc5ccncc5)ccc4O[C@@H]3[C@H](CO)O2)CC1	0.2
CCS(=O)(=O)Nc1ccc2c(c1)C(=O)N(C)[C@@H]1CC[C@@H](CC(=O)OC)O[C@H]1CO2	-7.8

# Ordered by count of non-hydrogen atoms (largest number first): 3 of the compounds above.
SMILES	TcdB inh
C[C@H]1CCCCO[C@@H](CN(C)Cc2ccc(C(F)(F)F)cc2)[C@@H](C)CN([C@@H](C)CO)C(=O)c2cc(NC(=O)CCCN(C)C)ccc2O1	0.4
C[C@H](CO)N1C[C@H](C)[C@H](CN(C)Cc2ccncc2)Oc2ccc(NC(=O)Nc3cccc4ccccc34)cc2CC1=O	1.9
C[C@@H]1CN([C@@H](C)CO)C(=O)c2cc(C#Cc3ccncc3)cnc2O[C@H]1CN(C)C(=O)c1ccccc1F	-0.3

# Further records
SMILES	TcdB inh
O=C(NCC[C@H]1CC[C@@H](NS(=O)(=O)c2ccc(Cl)cc2)[C@H](CO)O1)c1ccc2c(c1)OCO2	-0.5
COC(=O)[C@@H]1[C@@H](CO)[C@@H]2Cn3c(ccc(-c4ccccc4OC)c3=O)[C@@H]2N1CC1CCCCC1	0.0
C/C=C/c1ccc([C@@H]2[C@H](CO)N(CCC(F)(F)F)C23CN(C(=O)COC)C3)cc1	0.7
CNC[C@@H]1OCCCC[C@H](C)Oc2ccc(NC(=O)Nc3ccc(OC)cc3)cc2C(=O)N([C@H](C)CO)C[C@H]1C	-0.3
CC(C)COC(=O)N(C)C[C@H]1OCc2ccccc2-c2ccccc2C(=O)N([C@H](C)CO)C[C@H]1C	0.1
CCNC(=O)[C@@H]1[C@@H](CO)[C@@H]2Cn3c(ccc(-c4ccccc4)c3=O)[C@@H]2N1Cc1ccccn1	-0.8
CC(C)NC(=O)Nc1ccc2c(c1)C(=O)N([C@@H](C)CO)C[C@H](C)[C@@H](CN(C)S(=O)(=O)c1ccccc1)OCCCC[C@H](C)O2	0.2
C[C@@H]1CN([C@@H](C)CO)C(=O)Cc2cc(NC(=O)Nc3ccccc3)ccc2O[C@H]1CN(C)Cc1ccccc1	-0.1
COc1cccc(C(=O)Nc2ccc3c(c2)C(=O)N(C)[C@@H]2CC[C@@H](CC(=O)N[C@@H](C)c4ccccc4)O[C@H]2CO3)c1	1.6
COc1ccc(CN(C)C[C@H]2OCCCC[C@H](C)Oc3ccc(NC(=O)c4ccncc4)cc3C(=O)N([C@@H](C)CO)C[C@H]2C)cc1	0.1
COc1ccccc1S(=O)(=O)N(C)C[C@@H]1OCc2cn(nn2)CCCC(=O)N([C@H](C)CO)C[C@@H]1C	0.0
N#C[C@@H]1[C@@H](c2ccc(-c3cncnc3)cc2)[C@H](CO)N1C(=O)C1CCCC1	-0.2
O=C(Nc1ccc(F)cc1)N1C[C@H]2[C@@H](c3ccccc31)[C@@H](CO)N2C(=O)c1ccc(F)cc1	-1.3
CO[C@@H]1CN(C)C(=O)c2ccc(NC(=O)C3CC3)cc2OC[C@@H](C)N(C(=O)Nc2ccccc2F)C[C@H]1C	-0.8
C[C@H](CO)N1C[C@H](C)[C@H](CN(C)Cc2ccc(Cl)c(Cl)c2)Oc2ccc(NC(=O)Cc3ccccc3)cc2CC1=O	1.9
C[C@@H]1CN([C@@H](C)CO)C(=O)c2cccc(NC(=O)c3ccncc3)c2O[C@@H]1CN(C)S(=O)(=O)c1ccc(Cl)cc1	1.6
COc1ccc(NC(=O)Nc2ccc3c(c2)OC[C@@H](C)NC[C@@H](C)[C@H](OC)CN(C)C3=O)cc1	-1.4
C[C@@H]1CN([C@@H](C)CO)C(=O)Cc2cc(NS(=O)(=O)c3cccs3)ccc2O[C@H]1CN(C)S(=O)(=O)c1cn(C)cn1	-0.6
COc1ccccc1C#Cc1ccc2c(c1)[C@H]1[C@H](CCN1S(=O)(=O)c1cn(C)cn1)[C@@H](CO)N2	-0.1
CO[C@H]1CN(C)C(=O)c2cc(NC(=O)Nc3cc(F)ccc3F)ccc2OC[C@@H](C)NC[C@H]1C	-1.6
C[C@H]1CN([C@@H](C)CO)C(=O)c2cccc(NC(=O)c3nc4ccccc4s3)c2O[C@@H]1CN(C)Cc1ccc(C(F)(F)F)cc1	-1.8
COCC#Cc1ccc2c(c1)O[C@@H](CN(C)C(=O)CC1CC1)[C@H](C)CN([C@H](C)CO)S2(=O)=O	7.1
C[C@H](CO)N1C[C@H](C)[C@@H](CN(C)C(=O)C2CC2)Oc2cc(-c3ccc(C#N)cc3)ccc2S1(=O)=O	0.8
C[C@H]1CN([C@@H](C)CO)C(=O)c2cc(-c3cccc(F)c3)cnc2O[C@H]1CN(C)Cc1ccccc1	-0.4
O=C(CC1CC1)N1CC(=O)N2[C@@H](CO)[C@@H](c3ccc(C#Cc4ccc(F)cc4)cc3)[C@@H]2C1	-18

SMILES: C[C@H](CO)N1C[C@H](C)[C@@H](CN(C)Cc2ccc(Cl)c(Cl)c2)Oc2ccc(NC(=O)C3CCCCC3)cc2C1=O
  TcdB inh: 0.0
SMILES: N#C[C@H]1[C@H](c2ccc(-c3cccc(F)c3)cc2)[C@H](CO)N1C(=O)NC1CCCCC1
  TcdB inh: 0.1
SMILES: COc1ccc(S(=O)(=O)N(C)C[C@@H]2OCCCC[C@H](C)Oc3ccc(NC(=O)Nc4ccc(F)cc4)cc3C(=O)N([C@@H](C)CO)C[C@@H]2C)cc1
  TcdB inh: -3.0
SMILES: C[C@H](CO)N1C[C@H](C)[C@H](CN(C)C)Oc2ccc(N(C)C)cc2C1=O
  TcdB inh: -7.4
SMILES: COc1ccc(NC(=O)Nc2ccc3c(c2)CC(=O)N([C@@H](C)CO)C[C@H](C)[C@@H](CN(C)S(=O)(=O)c2cccs2)O3)cc1
  TcdB inh: 0.2
SMILES: C[C@@H]1CCCCO[C@H](CN(C)C(=O)C2CCCCC2)[C@H](C)CN([C@@H](C)CO)C(=O)c2cc(NC(=O)Nc3ccc4c(c3)OCO4)ccc2O1
  TcdB inh: -0.5
SMILES: O=C(Cc1ccccc1)N1C[C@@H]2[C@H](c3ccccc31)[C@H](CO)N2Cc1ccccc1
  TcdB inh: 0.2
SMILES: O=C(Nc1ccccc1)N1CCCCN2[C@H](C1)[C@H](c1ccc(-c3ccccc3)cc1)[C@@H]2CO
  TcdB inh: 0.5
SMILES: COc1ccc(NC(=O)Nc2ccc3c(c2)[C@H]2C[C@@H](CC(=O)N4CCN(C)CC4)O[C@H](CO)[C@H]2O3)cc1
  TcdB inh: 0.7
SMILES: C[C@H]1CN([C@@H](C)CO)C(=O)c2cc(C#CCc3ccccc3)cnc2O[C@H]1CN(C)C(=O)Cc1cccnc1
  TcdB inh: 0.3
SMILES: CC1C=NC(S(=O)(=O)N2CC[C@H]3[C@@H](CO)N(C)c4ccc(C#Cc5ccccc5)cc4[C@H]32)=N1 (some centres undefined)
  TcdB inh: -0.7
SMILES: C[C@H]1CN([C@@H](C)CO)S(=O)(=O)c2ccc(/C=C/c3ccccc3)cc2O[C@H]1CN(C)C(=O)NC1CCCC1
  TcdB inh: 0.9
SMILES: N#Cc1cccc(-c2ccc3c(c2)[C@@H]2[C@@H](CCN2S(=O)(=O)c2ccc(F)cc2)[C@@H](CO)N3)c1
  TcdB inh: 0.3
SMILES: O=C(Nc1cccc(F)c1)N1CC(=O)N2[C@@H](CO)[C@@H](c3ccc(-c4ccccc4F)cc3)[C@@H]2C1
  TcdB inh: 0.4
SMILES: CCCNC(=O)N1CC2(CCN(C)CC2)c2c([nH]c3cc(OC)ccc23)[C@H]1CO
  TcdB inh: -1.0

SMILES: CCC(=O)N1C[C@@H](C)[C@@H](OC)CN(C)C(=O)c2cc(NC(=O)C3CC3)ccc2OC[C@H]1C
  TcdB inh: 0.2
SMILES: COc1ccc(CN2C[C@@H](O)COC[C@H]3O[C@H](CC(=O)N(C)C)CC[C@@H]32)cc1
  TcdB inh: -0.4
SMILES: CC(C)NC(=O)N[C@H]1CC[C@H](CC(=O)NC2Cc3ccccc3C2)O[C@@H]1CO
  TcdB inh: -2.1
SMILES: COc1ccc(NC(=O)N[C@H]2C=C[C@@H](CC(=O)NC3CCCCC3)O[C@@H]2CO)cc1
  TcdB inh: -0.3
SMILES: CN(C)C(=O)[C@H]1[C@H](CO)[C@H]2Cn3c(ccc(C4=CCCCC4)c3=O)[C@@H]1N2Cc1ccncc1
  TcdB inh: -0.8
SMILES: O=C(c1ccccn1)N1C[C@H]2[C@@H](c3ccccc31)[C@H](CO)N2C(=O)CC1CC1
  TcdB inh: 1.7
SMILES: CCCC(O)C#Cc1cnc2c(c1)C(=O)N([C@H](C)CO)C[C@H](C)[C@H](CN(C)Cc1cccc(C)c1)O2 (some centres undefined)
  TcdB inh: -1.2
SMILES: COc1ccc(S(=O)(=O)N(C)C[C@@H]2Oc3ccc(NS(=O)(=O)c4ccccc4)cc3CC(=O)N([C@H](C)CO)C[C@@H]2C)cc1
  TcdB inh: 0.0
SMILES: O=C(NCC[C@H]1CC[C@@H](NC(=O)c2ccc3c(c2)OCO3)[C@H](CO)O1)Nc1cc(F)ccc1F
  TcdB inh: -0.3
SMILES: C[C@@H]1CN([C@@H](C)CO)C(=O)Cc2cc(NC(=O)C3CC3)ccc2O[C@@H]1CN(C)Cc1ccc(Cl)c(Cl)c1
  TcdB inh: 1.1
SMILES: CCC(=O)Nc1ccc2c(c1)OC[C@H](C)NC[C@@H](C)[C@@H](OC)CN(C)C2=O
  TcdB inh: 0.7
SMILES: C[C@@H]1CN([C@H](C)CO)C(=O)c2cccc(NS(=O)(=O)c3ccc(F)cc3)c2O[C@H]1CN(C)S(=O)(=O)c1ccc(F)cc1
  TcdB inh: 1.0
SMILES: COc1cccc(-c2ccc([C@@H]3[C@H]4CN(C(=O)c5ccc(F)cc5)CCCCN4[C@H]3CO)cc2)c1
  TcdB inh: -3.7
SMILES: Cc1noc(C)c1NC(=O)Nc1ccc2c(c1)C(=O)N(C)[C@@H]1CC[C@@H](CC(=O)NCc3ccc(Cl)cc3)O[C@H]1CO2
  TcdB inh: 0.2
SMILES: O=C(NC1Cc2ccccc2C1)[C@H]1[C@H](CO)[C@H]2Cn3c(ccc(-c4ccccc4)c3=O)[C@@H]1N2
  TcdB inh: -0.5
SMILES: COC(=O)[C@@H]1[C@@H](CO)[C@@H]2Cn3c(ccc(C4=CCCCC4)c3=O)[C@@H]2N1CCC(F)(F)F
  TcdB inh: -0.8

# Looked up by structure from the entries so far:
SMILES: COC(=O)[C@@H]1[C@@H](CO)[C@@H]2Cn3c(ccc(C4=CCCCC4)c3=O)[C@@H]2N1CCC(F)(F)F
  TcdB inh: -0.8
SMILES: Cc1noc(C)c1NC(=O)Nc1ccc2c(c1)C(=O)N(C)[C@@H]1CC[C@@H](CC(=O)NCc3ccc(Cl)cc3)O[C@H]1CO2
  TcdB inh: 0.2
SMILES: C[C@@H]1CN([C@@H](C)CO)C(=O)Cc2cc(NC(=O)C3CC3)ccc2O[C@@H]1CN(C)Cc1ccc(Cl)c(Cl)c1
  TcdB inh: 1.1
